# ELG1 genotox = qHTS screen for small molecules that induce genotoxicity in human embryonic kidney (HEK293T) cells expressing luciferase-tagged ELG1 | HEK293T ELG1-luciferase reporter, luminescence, 16 h | Potency, µM (titrated, usually from 46 µM), without a hit: at the highest dose activity change, positive = activation, actives largely listed as activators | 330,000 compounds, 1.3% hits | AID 504466, 2011; note: potency is the fitted concentration of half-maximal effect; % of control where 0% means no effect; nearly all actives have a fitted effect of over 60% in size
#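 Genotoxic stress is detected as increased luminescence from luciferase-tagged ELG1 in HEK293T cells, measured with ONE-Glo after a 16 hr treatment at 37 °C.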
# NPC1 promoter act = qHTS Assay for NPC1 Promoter Activators; Huh7 NPC1 promoter luciferase reporter, 24 h; Potency, µM (top dose mostly 9.22 µM), inactives show at the top dose activation, usual class: activators; 320,000 compounds, 2.4% hits;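 note: potency is the fitted concentration of half-maximal effect; % of control where 0% means no effect; nearly all actives have a fitted effect of over 60% in size; reporter is driven by a mutant NPC1 promoter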
#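 Readout is luciferase luminescence, reflecting NPC1 promoter activation in stably transfected Huh7 cells after 24 h compound exposure at 37 °C in reduced-serum medium with 10% FBS.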
# RORgamma inh = qHTS for inhibitors of ROR gamma transcriptional activity. Drosophila S2 Gal4-RORgamma UAS-luciferase reporter, 20 h. Potency, µM (doses to about 53.6 µM), for inactives: top-dose activity change, negative = inhibition, hits mostly inhibitors. 310,000 compounds, 5.4% hits. AID 2551, 2010; note: potency is the fitted concentration of half-maximal effect; % is set by controls: 0 for no effect and ±100 for the full control effect; nearly all actives have a fitted effect of over 60% in size
#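 Read-out: Photinus luciferase luminescence; inhibitors lower reporter signal. Insect Schneider cells with Gal4-ROR gamma fusion under metallothionein promoter, UAS reporter; 700 uM final copper sulfate induction, 20 hr, ambient temperature.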
# BRCA1 expr act = qHTS Assay to Identify Small Molecule Activators of BRCA1 Expression | MCF7-BRCA1-FFLuc reporter, luminescence, 48 h; response scale: scaled: vehicle 0%, 10 µM genistein 100% | Potency, µM (series often up to 46.1 µM), without a hit: at the highest dose activation, most hits filed as activators | 380,000 compounds, 1.1% hits | AID 624202, 2012; note: potency is the fitted concentration of half-maximal effect; nearly all actives have a fitted effect of over 80% in size; some results filed as inactive show a strong effect at the top dose
#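 48 h compound treatment of MCF7-BRCA1-FFLuc cells (phenol-red free MEM, 37 °C), then 15 min with luciferase substrate and luminescence imaging.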
# ELG1 repair inh = qHTS screen for small molecules that inhibit ELG1-dependent DNA repair in human embryonic kidney (HEK293T) cells expressing luciferase-tagged ELG1; Potency, µM (series often up to 46.1 µM), inactives show at the highest dose activity change, negative = inhibition, most hits filed as inhibitors; HEK293T ELG1-luciferase reporter, luminescence, 16 h; DNA damage induced by 5-fluorouridine; AID 504467, 2011; 330,000 compounds, 2.3% hits; note: potency is the fitted concentration of half-maximal effect; % is set by controls: 0 for no effect and ±100 for the full control effect; nearly all actives have a fitted effect of over 55% in size
#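 Overnight (16 hr) co-exposure of 2,000 cells/well to 5-fluorouridine and compound at 37 °C preceded detection. Luciferase was quantified via ONE-Glo luminescence; loss of signal denotes inhibition.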
# Rab9 promoter act = qHTS Assay for Rab9 Promoter Activators | AID 485297, 2010 | Potency, µM (series often up to 9.22 µM), without a hit: at the highest dose activation, negative = inhibition, actives largely listed as activators | Huh7 Rab9 promoter-luciferase reporter, luminescence, 24 h | 320,000 compounds, 2.8% hits; note: potency is the fitted concentration of half-maximal effect; % of control where 0% means no effect; nearly all actives have a fitted effect of over 60% in size
#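 Using Huh7 cells stably transfected with Rab9 promoter–luciferase, compounds were incubated 24 h at 37 °C, 5% CO2; luciferase luminescence was read 10 min after reagent addition.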
# Tb PFK inh = qHTS Assay to Find Inhibitors of T. brucei phosphofructokinase; T. brucei PFK, ADP-Glo luminescence; Potency, µM (highest dose often 57.5 µM), without a hit: at the top dose activity, negative = inhibition, actives largely listed as inhibitors; 330,000 compounds, 0.17% hits;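 note: potency is the fitted concentration of half-maximal effect; 0% = uninhibited 1x PFK enzyme wells and -100% = no-enzyme wells; nearly all actives have a fitted effect of over 60% in size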
# Target sequence (O15648 whole entry, looked up): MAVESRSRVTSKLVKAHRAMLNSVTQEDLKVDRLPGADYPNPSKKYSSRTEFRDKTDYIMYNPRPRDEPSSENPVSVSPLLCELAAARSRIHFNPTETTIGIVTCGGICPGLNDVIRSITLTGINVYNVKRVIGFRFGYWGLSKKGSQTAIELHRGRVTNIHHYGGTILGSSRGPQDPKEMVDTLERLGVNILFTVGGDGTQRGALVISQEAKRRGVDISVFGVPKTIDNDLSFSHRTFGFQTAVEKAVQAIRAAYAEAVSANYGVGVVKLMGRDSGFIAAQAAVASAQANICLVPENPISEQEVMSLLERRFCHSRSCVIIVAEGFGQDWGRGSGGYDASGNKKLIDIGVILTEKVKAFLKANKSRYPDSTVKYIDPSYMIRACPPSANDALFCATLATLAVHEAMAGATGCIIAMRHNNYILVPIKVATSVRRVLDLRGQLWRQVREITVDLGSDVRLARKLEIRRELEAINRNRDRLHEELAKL
#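 PFK 1.25 nM, F6P 0.5 mM, ATP 0.1 mM, 0.1 M TEA pH 8.0, 5 mM MgCl2, 0.01% Tween20, 0.1% BSA; 45 min RT. ADP-Glo readout. qHTS titration up to 57 uM; curves fitted, compounds curve-classed.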
# p53 reactivator = qHTS assay for re-activators of p53 using a Luc reporter; H1299 p53-A138V BP100-luciferase reporter, luminescence, 24 h; Potency, µM (series often up to 92.2 µM), for the others: at the top dose activity change, positive = activation, hits mostly activators; 320,000 compounds, 0.063% hits; note: potency is the fitted concentration of half-maximal effect; % of control where 0% means no effect; nearly all actives have a fitted effect of over 45% in size
#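 H1299 (p53-null), stable ts p53-A138V + BP100-Luc; 1000 cells/well, Opti-MEM/10% FBS; cpd 4 pt, 1:5; 24 h, 37 deg C, 5% CO2; detection reagent 10 min RT; luminescence.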
# FLuc counter = qHTS profiling assay for firefly luciferase inhibitor/activator using purifed enzyme and Km concentrations of substrates (counterscreen for miR-21 project); AID 588342, 2011; Potency, µM (doses to about 57.5 µM), without a hit: top-dose activity change, negative = inhibition, most hits filed as inhibitors; 360,000 compounds, 6.9% hits; purified FLuc, Km substrates, luminescence inhibition; Luciferin 4-monooxygenase (Photinus pyralis), P08659;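 note: potency is the fitted concentration of half-maximal effect; plate controls were vehicle for no effect and reference inhibitor for full effect; nearly all actives have a fitted effect of over 55% in size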
# Target sequence (P08659 whole entry, looked up): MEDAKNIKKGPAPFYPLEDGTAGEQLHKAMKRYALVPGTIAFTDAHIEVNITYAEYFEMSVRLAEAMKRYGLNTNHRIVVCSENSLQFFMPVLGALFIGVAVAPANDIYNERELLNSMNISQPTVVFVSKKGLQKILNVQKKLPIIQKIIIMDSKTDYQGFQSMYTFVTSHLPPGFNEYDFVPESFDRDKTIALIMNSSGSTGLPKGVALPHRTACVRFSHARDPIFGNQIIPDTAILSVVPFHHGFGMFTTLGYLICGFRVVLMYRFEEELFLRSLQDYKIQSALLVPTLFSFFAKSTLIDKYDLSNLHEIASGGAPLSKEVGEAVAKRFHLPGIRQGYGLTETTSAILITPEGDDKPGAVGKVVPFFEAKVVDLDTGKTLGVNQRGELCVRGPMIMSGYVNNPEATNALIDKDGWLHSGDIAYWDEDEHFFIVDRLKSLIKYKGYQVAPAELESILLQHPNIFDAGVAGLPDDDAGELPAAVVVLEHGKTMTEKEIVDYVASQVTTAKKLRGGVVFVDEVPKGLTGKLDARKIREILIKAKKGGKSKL
#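 Purified P. pyralis luciferase, 10 nM final, with Km-level 10 uM D-luciferin and 10 uM ATP in 50 mM Tris acetate pH 7.5, 10 mM Mg acetate, 0.01% Tween-20, 0.05% BSA; 6-point qHTS titration about 60 µM downward; luminescence read.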
# Gal4-VP16 FLuc = VP16 counterscreen qHTS for inhibitors of ROR gamma transcriptional activity. Drosophila S2 Gal4-VP16 UAS-luciferase, luminescence, 20 h. Potency, µM (doses to about 53.6 µM), inactives show at the top dose activity, negative = inhibition, actives largely listed as inhibitors. 310,000 compounds, 3.5% hits. AID 2546, 2010;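 note: Gal4-VP16 expression switched on by copper sulfate through the metallothionein promoter; potency is the fitted concentration of half-maximal effect; % is set by controls: 0 for no effect and ±100 for the full control effect; nearly all actives have a fitted effect of over 50% in size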
# TRPV1 ag = HTS Assay for Compounds that Act as Agonists of the Vanilloid Receptor 1; TRPV1-expressing cells, Fluo-8 calcium influx, agonist mode; activation, % at 8.33 µM; 320,000 compounds, 0.19% hits; AID 540275, 2011; in the data active = activation above about 80%; inconclusive = between about 30% and that limit; note: 0% is about no effect
#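 Fluo-8 calcium influx in TRPV1-expressing cells, kinetic read (ex 480/em 520 nm). Compound added and read 3 min for agonist activity, followed by capsaicin at EC20 final and 2 min further read for enhancement.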
# Numbers without * were called inactive; ? = inconclusive; / = no result given; & = joins results of further samples; [ ] = dose if it differs, or a comment. Unless noted, calls come from the whole dose curve; as a rule, active = well fitted curve in the direction sought with a large enough effect; inconclusive = small, poorly fitted or top-dose-only effect, or another doubt; inactive = no such curve, though single readings can be large; an effect the other way counts as inactive or inconclusive. Compounds as they come, and some 15% of all compounds hit somewhere here.
# Each structure is followed by: ELG1 genotox	NPC1 promoter act	RORgamma inh	BRCA1 expr act	ELG1 repair inh	Rab9 promoter act	Tb PFK inh	p53 reactivator	FLuc counter	Gal4-VP16 FLuc	TRPV1 ag
Cc1ccc(C(c2nnnn2Cc2cccs2)N2CCN(Cc3ccc4c(c3)OCO4)CC2)cc1 (configuration not stated)
    0%	-2%	20%	-38%	-20%	0%	-1%	5%	13%	-13%	2
CCC(C)(C)C1CCC2(CC1)NC(=O)N(CC(=O)Nc1cc(C(F)(F)F)ccc1N1CCOCC1)C2=O (configuration not stated)
    0%	-1%	/	-19%	3%	-2%	-2%	/	1%	/	1
CCc1ccc(C(=O)NNc2ccc(C)c(Cl)c2)cc1
    10%	16%	44%	13%	18µM*	-3%	-3%	11%	-17%	3%	27
COc1cc([C@@H]2CC=C(C(=O)O)[C@H](c3ccc(F)cc3)N2S(=O)(=O)c2ccc(C)cc2)cc(OC)c1OC
    0%	-2%	/	16%	22%	-2%	-6%	-1%	8%	/	6
CCc1nc(Nc2ccc(NC(C)=O)cc2)c2oc3ccccc3c2n1
    0%	5%	3%	-13%	-15%	12%	0%	13%	?	-4%	0
O=C(c1ccccc1F)N1CCN(c2ccccc2)CC1
    -7%	0%	-25%	0%	3%	1%	0%	2%	-3%	1%[0.365 µM]	18
O=C(c1ccc(-n2cnnn2)cc1)N(C1CCCCC1)C1CCCCC1
    7%	-2%	-22%	0%	0%	4%	-5%	1%	-1%	2%	5
CCOc1ccc(C(=O)NCC2CCCO2)cc1 (configuration not stated)
    ?	21%	?	?	?	28%	0%	?	?	-6%	5
Cc1cc(NC(=O)CSc2nc(C(C)C)nc3ccccc23)no1
    -5%	-3%	?	-84%[inhibitor]	15µM*	2%	1%	-1%	7%	-23%	-4
CCOC(=O)c1cn2nc(N3CCCC3)ccc2n1
    ?	0.5µM*	?	-56%	?	0.32µM*	1%	-10%	2.1µM*	?	-4
Nn1c(SCc2cccc(Oc3ccccc3)c2)nnc1C(F)(F)F
    2%	0%	25%	19%	9%	-4%	-4%	22%	-3%	-15%	14
C[C@@](Cc1ccccc1)(C(=O)O)N1C(=O)c2ccc(C(=O)O)cc2C1=O
    /	1%	17%	/	/	8%	-1%	/	?	-6%	/
Cc1ccc(C(=O)O)cc1NC(=O)c1ccc(Cn2nc(C)c(Cl)c2C)o1
    0%	-3%	5%	-33%	5%	8%	-1%	-3%	-15%	-12%	4
COCCN(Cc1nc2ccccc2c(=O)[nH]1)C(=O)c1cccc(S(=O)(=O)N2CCCC2)c1
    0%	-3%	/	-16%	-10%	-2%	-6%	6%	6%	/	-1
O=C(CSc1nccn1Cc1ccco1)Nc1ccc(F)cc1
    ?	-3%	0%	7%	-4%	3%	1%	-5%	-13%&2%	-11%	4
CCCCSc1nc(C(=O)O)cc(=O)[nH]1
    -2%	-3%	-17%	12%	12%	3%	5%	-5%	-3%	3%	/
O=C1NCCN(Cc2ccc(Cl)c(F)c2)C1CC(=O)N1CCCCO1 (configuration not stated)
    -1%	-3%	11%	?	-2%	-13%	-5%	3%	-1%	-7%	1
CC(=O)c1ccc2c3c(ccc(O)c13)CC2
    0%	2%	-13%	-2%	8%	-1%	-2%	-4%	-15%	3%	2
Cn1cc(C(N)=O)c2ccccc21
    8%	-2%	-13%	8%	-15%	8%	2%	-1%	4%	-1%	-4
CCOC(=O)C1(Cc2ccc(OC)cc2)CCN(C(=O)CN2CCCCC2=O)CC1
    1%	2%	-14%	-3%	-4%	-4%	-1%	4%	?	?	0
CC(C)NC(=O)CN1CCN(C(=O)c2ccc3oc(CCCc4ccccc4)nc3c2)CC1
    -6%	0%	32%	47%	?	12%	2%	15%	-5%	-4%	?
Cc1nccc(-c2ccc(-n3c(C)ccc3C)cc2)n1
    ?	-3%	22%	1%	?	-4%	5%	26%	0%	20%	0
COc1cc(-c2noc(C)c2C#CC2(O)CCCCC2)cc(OC)c1OC
    0%	-5%	0%	-57%	?	1%	2%	-2%	-1%	0%	-3
Cn1c(SCc2cc(=O)n3cc(Br)ccc3n2)nnc1C1COc2ccccc2O1 (configuration not stated)
    0%	-4%	10%	11%	-15%	-32%[inhibitor]	-4%	-10%	-6%	3%	0
COc1ccc(-c2c(C)[nH]n3c(=O)c(Cc4ccccc4)c(C)nc23)cc1
    -6%	-2%	2.5µM*	-42%	?	10%	2%	29%	-3%	3.2µM*	?
COc1ccc(-c2nc(C(N)=O)c3[nH]c(=O)n(-c4ccccc4OC)c3n2)c(OC)c1
    ?	1%	-4%	-25%	-15%	5%	1%	-1%	-1%	1%	4
COC(=O)C1CCN(CC(=O)NC(=O)NC2CCCCC2)CC1
    3%	-1%	-7%	0%	1%	3%	0%	3%	-2%	6%	1
COC(=O)C(Cc1ccccc1)NC(=O)c1cc(S(=O)(=O)N(C)C)ccc1Cl (configuration not stated)
    0%	-2%	1%	-4%	3%	-2%	0%	3%	-2%	9%	-3
O=C(c1ccccc1)c1ccc(Oc2ncccn2)cc1
    1%	-1%	13%	25%	?	25%	-2%	?	-2%	1%	0
O=C(O)C1C2C=CC(C2)C1C(=O)N1CCOCC1 (configuration not stated)
    4%	0%	-19%	-1%	-3%	-5%	0%	4%	-3%	-2%	-10

# Gathered by group, the compounds so far containing a CF3 group (2)
# Each structure is followed by: ELG1 genotox	NPC1 promoter act	RORgamma inh	BRCA1 expr act	ELG1 repair inh	Rab9 promoter act	Tb PFK inh	p53 reactivator	FLuc counter	Gal4-VP16 FLuc	TRPV1 ag
CCC(C)(C)C1CCC2(CC1)NC(=O)N(CC(=O)Nc1cc(C(F)(F)F)ccc1N1CCOCC1)C2=O (configuration not stated)
    0%	-1%	/	-19%	3%	-2%	-2%	/	1%	/	1
Nn1c(SCc2cccc(Oc3ccccc3)c2)nnc1C(F)(F)F
    2%	0%	25%	19%	9%	-4%	-4%	22%	-3%	-15%	14

# (cont.)
# Each structure is followed by: ELG1 genotox	NPC1 promoter act	RORgamma inh	BRCA1 expr act	ELG1 repair inh	Rab9 promoter act	Tb PFK inh	p53 reactivator	FLuc counter	Gal4-VP16 FLuc	TRPV1 ag
COc1ccc(/C=C(\C#N)C(=O)NCc2cccnc2)cc1OC
    1%	-2%	12%	-26%	5%	-6%	8%	-3%	2%	15%	0
O=C1CSC(c2ccccc2)N1c1ccc([N+](=O)[O-])cc1 (configuration not stated)
    0%	1%	/	3%	3%	1%	-3%	/	3%	/	0
CCOC(=O)N1CCN(C(=O)c2ccc3c(SCC(=O)O)c4c(nc3c2)CCC4)CC1
    3%	-4%	-10%	33%	-1%	6%	-15%	3%	-2%	-3%	-3
COc1ccc2[nH]c(=O)c(-c3noc(-c4ccccc4)n3)cc2c1
    4%	28%	15%	5.6µM*	?	20%	3%	?	?	-1%	-3
CS(=O)(=O)C1=NSC2=NC(=O)/C(=C\c3ccc(OC(=O)c4ccco4)cc3)C(=N)N21
    -3%	8%	2%	/	-4%	17%	-4%	14%	24µM*	-7%	-2
Cc1ccc2oc(=O)c3cc(C(=O)NCCCN4C(C)CCCC4C)sc3c2c1 (configuration not stated)
    1%	-1%	-3%	-18%	24%	-2%	1%	?	-1%	0%	4
CC1C(=NO)C(C)C(c2ccc(N(C)C)cc2)NC1c1ccc(N(C)C)cc1 (configuration not stated)
    -1%	1%	?	-2%	?	-1%	-1%	1%	1%	-8%	/
N#CCSc1nc2scc(-c3cccs3)c2c(=O)n1CCc1ccccc1
    -1%	2%	-3%	-57%	14%	-5%	0%	-2%	5%	1%	1
Cc1ccc(-c2csc3nc4c5ccccc5c(NCCCN5CCOCC5)nn4c(=O)c23)cc1
    0%	1%	-7%	/	4%	-4%	-1%	-2%	-1%	-4%	-5
CCC(c1nnnn1CCc1ccccc1)N1CCN(c2ccc(OC)cc2)CC1 (configuration not stated)
    -5%	-4%	28%	-41%	-19%	1%	-1%	-11%	2%	4%	0
Cc1cccc(N2C(=O)CSC23CCCCC3)c1
    -1%	1%	2%	5%	-12%	9%	1%	-5%	-1%	-1%	9
Cc1ccc(-c2nc(C(F)(F)F)cc(=O)[nH]2)cc1
    -6%	0%	43%	-24%	-9%	-5%	1%	-2%	-4%	-2%	3
